Assay outcomes from PubChem BioAssay.
E coli WT exp – E. coli BW25113 growth inhibition, expanded screen; OD600 absorbance; hit rate 0.15% among 98,000; growth inhibition, % at 100 µM;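 active = growth inhibition above about 50% at one test dose, limit read from the data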;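 also: growth measured after 20 h incubation at 37 °C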
CYP2C9 inh – blocks human cytochrome P450 2C9; P11712; CYP2C9 Supersomes, luciferin-H conversion, luminescence; hit rate 20% among 96,000; inhibition, % at 5 µM;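 active = blocking of liver enzyme CYP2C9 beyond about 50% at 5 µM, limit read from the data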; also: values of inactives mirror those of a sister screen read the other way
CYP2C19 inhib – blocks human cytochrome P450 2C19 | inhibition, % at 5 µM | CYP2C19 Supersomes, luciferin-H EGE luminescence, 30 min | P33261 | hit rate 21% among 96,000;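 active = CYP2C19 inhibition above a set limit at 5 µM in the primary screen, cut at about 50% in these data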;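 also: plate controls were negative control wells for no effect and 2.5 mM tranylcypromine positive control for full effect; values of inactives mirror those of a sister screen read the other way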
EphB4 antag – EphB4-ephrin-B2 interaction antagonism | hit rate 0.15% among 97,000 | EphB4 LBD / TNYL-RAW-Alexa532 peptide, fluorescence polarization | P54760 | inhibition, % at 7 µM;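 active = inhibition above the screen-wide mean inhibition plus 3 SD, cut at about 15% in these data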;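 also: 0% = DMSO wells and 100% = excess unlabeled TNYL-RAW peptide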
PostGolgi yeast – growth inhibition of a yeast mutant, post-Golgi transport screen. post-Golgi transport phenotypic cell assay. inhibition, % at 10 µM. hit rate 0.9% among 98,000; in the data active = inhibition above about 30%;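 also: yeast cells grown in 1536-well plates; yeast grown about 18 h at 30C before absorbance read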
PLAP activator – human PLAP activation; purified PLAP enzyme, luminescent substrate read-out; active compounds read high; activation fold at 20 µM; hit rate 1.2% among 96,000; in the data active = activation fold above about 2
PTK2B oligo ant – Pyk2 (human) oligomerization antagonism. hit rate 0.83% among 99,000. z-score (the deposit names both 25 µM and 10 µM). Q293 cells, Pyk2 FERM NanoBiT luminescence; active compounds read low;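 active = Z-score of -3 or lower, scaled per plate to the spread of control and sample wells; inactive = z-score above -3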;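 also: negative z-score means lost luminescence so less FERM oligomerization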
Target sequence (Q14289 whole entry, looked up): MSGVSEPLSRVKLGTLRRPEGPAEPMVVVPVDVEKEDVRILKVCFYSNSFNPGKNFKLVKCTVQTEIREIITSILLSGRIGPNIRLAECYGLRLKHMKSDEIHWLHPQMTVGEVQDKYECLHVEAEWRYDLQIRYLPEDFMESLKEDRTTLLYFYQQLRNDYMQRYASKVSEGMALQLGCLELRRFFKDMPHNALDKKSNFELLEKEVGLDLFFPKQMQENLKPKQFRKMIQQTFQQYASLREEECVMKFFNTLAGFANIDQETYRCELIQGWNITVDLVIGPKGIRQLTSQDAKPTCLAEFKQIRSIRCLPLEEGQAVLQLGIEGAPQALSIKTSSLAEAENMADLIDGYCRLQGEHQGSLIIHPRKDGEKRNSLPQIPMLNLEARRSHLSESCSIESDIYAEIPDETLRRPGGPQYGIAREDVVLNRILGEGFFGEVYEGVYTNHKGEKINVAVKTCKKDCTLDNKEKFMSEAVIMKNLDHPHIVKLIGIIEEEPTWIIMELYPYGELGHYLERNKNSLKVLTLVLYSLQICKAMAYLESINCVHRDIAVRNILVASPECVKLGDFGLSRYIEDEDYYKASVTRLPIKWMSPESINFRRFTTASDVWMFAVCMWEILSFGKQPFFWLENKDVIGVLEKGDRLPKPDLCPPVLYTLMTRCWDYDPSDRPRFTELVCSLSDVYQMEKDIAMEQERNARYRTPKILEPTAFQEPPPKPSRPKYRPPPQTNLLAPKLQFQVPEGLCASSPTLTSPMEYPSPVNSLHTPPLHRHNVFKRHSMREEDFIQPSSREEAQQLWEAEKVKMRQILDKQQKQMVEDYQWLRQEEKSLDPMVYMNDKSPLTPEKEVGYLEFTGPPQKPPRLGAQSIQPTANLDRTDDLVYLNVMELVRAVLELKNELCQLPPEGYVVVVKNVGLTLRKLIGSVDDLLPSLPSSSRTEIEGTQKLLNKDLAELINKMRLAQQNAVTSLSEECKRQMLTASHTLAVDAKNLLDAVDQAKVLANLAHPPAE
CYP2C9 activ – increases human cytochrome P450 2C9 activity | AID 1024 | recombinant CYP2C9, luciferin-H conversion, luminescence; active compounds read high; factor 1 = untreated enzyme, 0 = blocked | hit rate 1.4% among 96,000 | activation factor at 5 µM;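 active = activation factor of 2 or more for CYP2C9 at a 5 µM dose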;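 also: 0 = sulfaphenazole-blocked wells and 1 = vehicle-only wells; values of inactives mirror those of a sister screen read the other way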
CYP2C19 activ – activators of human cytochrome P450 2C19; P33261; recombinant CYP2C19, luciferin-H EGE luminescence; active compounds read high; 0 = fully inhibited enzyme, 1 = untreated enzyme; activation factor at 5 µM; 96,000 tested, under 10 active;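 active = activation factor of at least 2 at 5 µM in the primary screen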;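 also: 0 = wells with 2.5 mM tranylcypromine and 1 = vehicle-only wells; values of inactives mirror those of a sister screen read the other way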
* hit, by the source's call; . = not tested or not shown.

1	CCCCCc1c(C)nc(Nc2ccccc2)[nH]c1=O
2	CC(C)c1ccccc1NC(=O)c1ccco1
3	Cc1ccc(NC(=O)/C(C#N)=C/c2cccs2)c(C)c1
4	CCOc1ccc(-c2nc(CSc3nnc(N)s3)cs2)cc1
5	Cc1nc(C(F)(F)F)nc(Nc2ccc(Br)cc2)c1C#N

Screen / compound no.	1	2	3	4	5
E coli WT exp	1	9	-5	4	2
CYP2C9 inh	12	.	-13	-36	2
CYP2C19 inhib	42	.	6	19	64*
EphB4 antag	0	1	-3	0	-10
PostGolgi yeast	12	3	12	-6	0
PLAP activator	1.1	.	1	0.9	1
PTK2B oligo ant	-0.27	0.23	0.81	-0.51	-0.1
CYP2C9 activ	0.9	.	1.1	1.4	1
CYP2C19 activ	0.6	.	0.9	0.8	0.4

Only CYP2C9 activ, E coli WT exp and PLAP activator (3 entries from above):
cpd	SMILES	CYP2C9 activ	E coli WT exp	PLAP activator
3	Cc1ccc(NC(=O)/C(C#N)=C/c2cccs2)c(C)c1	1.1	-5	1
4	CCOc1ccc(-c2nc(CSc3nnc(N)s3)cs2)cc1	1.4	4	0.9
5	Cc1nc(C(F)(F)F)nc(Nc2ccc(Br)cc2)c1C#N	1	2	1

Retrieved by compound from above:
4	CCOc1ccc(-c2nc(CSc3nnc(N)s3)cs2)cc1
2	CC(C)c1ccccc1NC(=O)c1ccco1

Screen / compound no.	4	2
E coli WT exp	4	9
CYP2C9 inh	-36	.
CYP2C19 inhib	19	.
EphB4 antag	0	1
PostGolgi yeast	-6	3
PLAP activator	0.9	.
PTK2B oligo ant	-0.51	0.23
CYP2C9 activ	1.4	.
CYP2C19 activ	0.8	.

Further structures follow:
6	CCc1ccc(-c2nc(CN3CCCC(C(=O)NCCc4ccc(OC)c(OC)c4)C3)c(C)o2)cc1 (stereo not drawn)
7	CCOC(=O)N1CCN(C(=O)Cn2c(C)cc3ccccc3c2=O)CC1
8	Cc1ccc(NS(=O)(=O)c2cccc(C(=O)N3CCOCC3)c2)cc1
9	O=C(NCCSCc1ccc(Cl)cc1Cl)c1ccc(CN2CCOCC2)cc1
10	CCOCCCNC(=O)c1cc2c(=O)n3cccc(C)c3nc2n1C

Screen / compound no.	6	7	8	9	10
E coli WT exp	7	-2	3	14	.
CYP2C9 inh	54*	0	40	81*	-18
CYP2C19 inhib	18	5	72*	49	11
EphB4 antag	0	5	-7	-1	.
PostGolgi yeast	7	-1	5	76*	.
PLAP activator	1.5	1.1	1.3	1.6	1.4
PTK2B oligo ant	-0.97	0.28	0.98	0.04	.
CYP2C9 activ	0.5	1	0.6	0.2	1.2
CYP2C19 activ	0.8	0.9	0.3	0.5	0.9

11	CCc1nc(NCC2CCCN2CC)c2nnn(Cc3ccccc3F)c2n1 (stereo not drawn)
12	Cc1cc(C)nc(NCCCc2ccccc2)n1
13	CCc1nn(CCCC(=O)N2CCc3ccccc3C2)c(=O)c2cc3occc3n12
14	O=C(Nc1ccc(Cl)cc1)NC1CCCCC1Cc1ccco1 (stereo not drawn)
15	CCCC(=O)Nc1cc(-c2cn3cccnc3n2)ccc1OC

Screen / compound no.	11	12	13	14	15
E coli WT exp	16	0	-3	9	-1
CYP2C9 inh	-9	.	8	59*	8
CYP2C19 inhib	-2	.	80*	10	0
EphB4 antag	3	-9	.	-1	-1
PostGolgi yeast	-3	-2	-3	24	1
PLAP activator	1.5	.	1.7	1.1	0.9
PTK2B oligo ant	-0.08	0.49	0.85	-2.1	-0.55
CYP2C9 activ	1.1	.	0.9	0.4	0.9
CYP2C19 activ	1	.	0.2	0.9	1

16	CC(=O)Nc1nc2n(n1)C(c1ccccc1)C=C(c1ccccc1)N2 (stereo not drawn)
17	CCN(C(=O)c1cc2ccccc2oc1=O)c1ccccc1
18	C=C(C)CSc1nnc(-c2ccc(C)cc2)n1N
19	Cc1ccc2cc(CN(Cc3cccs3)Cc3nnnn3C(C)(C)C)c3nnnn3c2c1
20	CCOc1ccccc1-n1c(SCC(N)=O)nnc1-c1ccco1

Screen / compound no.	16	17	18	19	20
E coli WT exp	-6	0	7	.	-5
CYP2C9 inh	0	-9	1	0	1
CYP2C19 inhib	8	36	17	12	4
EphB4 antag	-4	2	-1	.	-8
PostGolgi yeast	-1	-9	0	.	4
PLAP activator	2.1*	0.9	0.9	1.2	1.3
PTK2B oligo ant	-1.2	-0.39	0.37	.	-0.13
CYP2C9 activ	1	1.1	1	1	1
CYP2C19 activ	0.9	0.6	0.8	0.9	1

21	Cc1ccc2cc(CN(C(=O)c3ccncc3)C(C)C)c(=O)[nH]c2c1
22	CC1CN(C(=O)c2cc3c(s2)CCC3)CC(C)O1 (stereo not drawn)
23	Cc1cccc(OCC(=O)Nc2ccccc2N2CCCCC2)c1
24	CN(Cc1ccccc1)c1nc2c(c(=O)[nH]c(=O)n2C)n1CCCSc1ncccn1
25	O=C(NCc1cccs1)C1CC(=O)N(c2ccccc2)C1 (stereo not drawn)

Screen / compound no.	21	22	23	24	25
E coli WT exp	-3	-4	10	8	2
CYP2C9 inh	22	22	65*	44	-14
CYP2C19 inhib	23	7	85*	26	22
EphB4 antag	5	7	3	-9	1
PostGolgi yeast	4	9	7	12	2
PLAP activator	1	1.2	0.8	1.1	0.9
PTK2B oligo ant	-0.11	-0.08	-1	2	-0.32
CYP2C9 activ	0.8	0.8	0.3	0.6	1.1
CYP2C19 activ	0.8	0.9	0.1	0.7	0.8

26	CCc1c(C(=O)N2CCN(c3ccccc3F)CC2)[nH]c(C)c1C(C)=O
27	COC(=O)c1coc(-c2ccc(C)cc2)c1C(=O)OC
28	CCc1ccc(CC)c(S(=O)(=O)Nc2ccc(O)c(C(=O)O)c2)c1
29	Cc1ccc(C)c(NC(=O)c2ccccc2O)c1
30	CCCCOc1ccc(S(=O)(=O)NNC(=O)C2Cc3c(ccc4ccccc34)O2)cc1 (stereo not drawn)

Screen / compound no.	26	27	28	29	30
E coli WT exp	4	9	4	3	-5
CYP2C9 inh	21	59*	77*	51*	38
CYP2C19 inhib	43	79*	6	33	13
EphB4 antag	5	-2	-2	0	4
PostGolgi yeast	2	10	11	11	5
PLAP activator	1.2	1.6	0.9	0.9	1.4
PTK2B oligo ant	0.58	0.15	0.78	-1	1.9
CYP2C9 activ	0.8	0.4	0.2	0.5	0.6
CYP2C19 activ	0.6	0.2	0.9	0.7	0.9

31	Cc1noc(/C=C/N(C)C)c1S(=O)(=O)N1CCc2ccccc21
32	Cc1nc(SCC(=O)c2ccc(F)cc2)n[nH]1
33	Cc1ccc(-c2c3c(=O)n(C)c(=O)n(C)c3cn2N2CCOCC2)cc1
34	COc1ccc(C(C(=O)NC2CCCC2)N(CCN2CCOCC2)C(=O)c2ccc(OC)c(OC)c2)cc1 (stereo not drawn)
35	COc1ccc(CNS(=O)(=O)c2cccc(S(=O)(=O)N3CCOCC3)c2)cc1

Screen / compound no.	31	32	33	34	35
E coli WT exp	-4	7	-8	-11	-1
CYP2C9 inh	48	71*	33	-32	46
CYP2C19 inhib	67*	58*	2	-25	58*
EphB4 antag	-5	.	5	-1	-2
PostGolgi yeast	-9	-2	-2	5	15
PLAP activator	1.1	2.3*	1.3	1.4	1.1
PTK2B oligo ant	.	0.69	1.1	0.43	3
CYP2C9 activ	0.5	0.3	0.7	1.3	0.5
CYP2C19 activ	0.3	0.4	1	1.2	0.4

36	CCc1c(C(=O)NCCc2ccc(OC)c(OC)c2)[nH]c(C)c1C(C)=O
37	COc1ccc(Sc2cc(C(F)(F)F)nc(-c3ccccn3)n2)cc1
38	O=C1CC(c2cccs2)CC2=C1C(c1ccccc1)n1ncnc1N2 (stereo not drawn)
39	Cc1ccc(CNc2nc3ccccc3n3cnnc23)cc1
40	COCC(=O)NCCc1nc(-c2ccccc2)cs1

Screen / compound no.	36	37	38	39	40
E coli WT exp	2	21	8	-10	-1
CYP2C9 inh	37	66*	8	-2	10
CYP2C19 inhib	19	40	4	3	14
EphB4 antag	7	-1	-1	-6	-4
PostGolgi yeast	-10	0	1	-2	-1
PLAP activator	0.8	1.3	0.8	0.7	1.1
PTK2B oligo ant	0.54	-0.15	0.26	.	1.6
CYP2C9 activ	0.6	0.3	0.9	1	0.9
CYP2C19 activ	0.8	0.6	1	1	0.9

41	CCOC(=O)c1c(C)[nH]c(C(=O)COC(=O)c2[nH]c(C)c(C(C)=O)c2C)c1C
42	CCOC(=O)N1CCN(Cc2nc3c(c(=O)[nH]c(=O)n3C)n2CCCc2ccccc2)CC1
43	CC1CC(C)CN(c2ncc3c(n2)CC(c2ccccc2Cl)CC3=O)C1 (stereo not drawn)
44	COc1ccccc1C1(O)CCN(C(=O)c2cccs2)CC1
45	Cc1ccc(S(=O)(=O)c2nc(Nc3nccs3)sc2Cl)cc1

Screen / compound no.	41	42	43	44	45
E coli WT exp	-2	-4	-11	1	-5
CYP2C9 inh	17	34	10	54*	60*
CYP2C19 inhib	24	5	6	18	68*
EphB4 antag	-1	3	-4	6	-2
PostGolgi yeast	-10	-6	-4	7	-9
PLAP activator	0.9	1.3	1.2	1	0.9
PTK2B oligo ant	0.23	-0.21	-1.2	-0.02	-3.1*
CYP2C9 activ	0.8	0.7	0.9	0.5	0.4
CYP2C19 activ	0.8	1	0.9	0.8	0.3

46	CN(C)CCC(=O)c1ccc2c(c1)OCO2
47	Cc1ccc(C)c(S(=O)(=O)NCCOC(=O)Nc2sc(=S)n(C)c2C)c1
48	C=CCC1c2cccc(C(=O)O)c2C(=O)N1c1ccc(F)cc1 (stereo not drawn)
49	COCCCNc1ccnc2c(Cl)cccc12
50	COc1ccc(Oc2nc(C)cc(C)c2S(=O)(=O)c2ccc(C)cc2)cc1

Screen / compound no.	46	47	48	49	50
E coli WT exp	9	-3	-1	10	-5
CYP2C9 inh	2	35	-28	5	34
CYP2C19 inhib	9	26	-16	21	31
EphB4 antag	-3	-4	-6	.	3
PostGolgi yeast	0	-2	-5	31*	10
PLAP activator	1.1	1.1	1	0.8	1.1
PTK2B oligo ant	-0.12	0.82	-0.25	0.04	-0.59
CYP2C9 activ	1	0.6	1.3	0.9	0.7
CYP2C19 activ	0.9	0.7	1.2	0.8	0.7

51	CC(=O)Nc1ccc(S(=O)(=O)N2CCN(c3cc(C)ccc3C)CC2)cc1
52	COc1ccc(S(=O)(=O)N2CCOCC2)cc1C(=O)Nc1ccon1
53	Cc1cccc(N(CC(=O)NC2CCCC2)C(=O)CS(=O)CC(=O)Nc2ccc3c(c2)OCO3)c1 (stereo not drawn)
54	Cc1ccc(S(=O)(=O)Nc2ccc(-c3nc4cc(NS(=O)(=O)c5ccc(C)cc5)ccc4o3)cc2)cc1
55	O=C(Nc1ccc(S(=O)(=O)N2CCOCC2)cc1)c1ccc(Br)o1

Screen / compound no.	51	52	53	54	55
E coli WT exp	-1	-5	3	-15	0
CYP2C9 inh	85*	-85	88*	97*	8
CYP2C19 inhib	31	16	35	81*	-1
EphB4 antag	.	-4	.	6	9
PostGolgi yeast	6	2	0	2	4
PLAP activator	1.4	0.9	1.6	1.9	0.8
PTK2B oligo ant	.	0.34	-0.41	.	1.4
CYP2C9 activ	0.1	1.9	0.1	0	0.9
CYP2C19 activ	0.7	0.8	0.7	0.2	1

56	C/C(=N\NC(=O)c1ccccc1)c1ccc(N2CCOCC2)cc1
57	CCCCn1c(SCC(=O)NCc2ccco2)nnc1-c1ccoc1C
58	CCCCCCP(=O)(O)c1ccccc1
59	COc1ccc(NC(=O)C2CCN(S(C)(=O)=O)CC2)cc1
60	CCOc1cccc(C(=O)NC(=S)Nc2ccc(N3CCCC3)cc2)c1
61	Cc1ccc(S(=O)(=O)NC(=O)Nc2ccc(Cl)cn2)cc1

Screen / compound no.	56	57	58	59	60	61
E coli WT exp	2	0	0	3	-6	12
CYP2C9 inh	26	2	0	3	-5	16
CYP2C19 inhib	27	-5	-7	-8	-20	11
EphB4 antag	6	-8	-4	1	1	3
PostGolgi yeast	4	-9	7	-2	-11	-6
PLAP activator	1	1.5	1.2	0.8	0.8	1.1
PTK2B oligo ant	0.17	-0.3	0.58	0.6	-0.34	0.6
CYP2C9 activ	0.7	1	1	1	1	0.8
CYP2C19 activ	0.7	1	1.1	1.1	1.2	0.9
